Source: PubChem BioAssay
DAX1 inh-1: inhibitors of DAX1 repression of SF-1 activated StAR promoter | HEK293T StAR-luciferase reporter, SF-1/DAX-1 repression relief | inhibition, % at 6.8 µM | AID 652010 | 1.1% of 370,000 active;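 active means inhibition above the mean over all tested compounds plus 3 SD, cut at about 3.6% in these data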;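 further: 0% = DAX-1 cells with DMSO and 100% = cells lacking DAX-1 with DMSO; higher inhibition means more luminescence from relief of DAX-1 repression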
PLC-beta3 inh: inhibitors of human phospholipase C beta3. inhibition, % at 12.2 µM. 0.18% of 370,000 active. AID 720704. Purified PLC-beta3, fluorogenic substrate, fluorescence. Q01970; in the data active means inhibition above about 11%;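 further: 0% = median of compound wells on plate and 100% = full blocker control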
hgDAF-12 ag: hgDAF-12 agonism, primary luciferase screen | HEK293 GAL4-hgDAF12 UAS-luciferase reporter, agonist luminescence; normalized to butyrate control | activation, % at 6.8 µM | AID 687014 | 1.8% of 370,000 active;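 active means activation above a cutoff set at the mean of all screened compounds plus 3 SD, cut at about 10% in these data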;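 further: 0% = DMSO wells and 100% = sodium butyrate wells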
sPLA2-III inh: Blocks human group III sPLA2 activity; QFRET BODIPY PC-A2 liposome hydrolysis, fluorescence; AID 743126; inhibition, % at 12.2 µM; 0.56% of 370,000 active; Q9NZ20;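 active means inhibition above mean plus 3 SD of compounds lying within the high and low control bounds, cut at about 19% in these data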;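 further: 0% = median of test compound wells and 100% = no enzyme DMSO wells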
Target sequence (Q9NZ20 whole entry, looked up): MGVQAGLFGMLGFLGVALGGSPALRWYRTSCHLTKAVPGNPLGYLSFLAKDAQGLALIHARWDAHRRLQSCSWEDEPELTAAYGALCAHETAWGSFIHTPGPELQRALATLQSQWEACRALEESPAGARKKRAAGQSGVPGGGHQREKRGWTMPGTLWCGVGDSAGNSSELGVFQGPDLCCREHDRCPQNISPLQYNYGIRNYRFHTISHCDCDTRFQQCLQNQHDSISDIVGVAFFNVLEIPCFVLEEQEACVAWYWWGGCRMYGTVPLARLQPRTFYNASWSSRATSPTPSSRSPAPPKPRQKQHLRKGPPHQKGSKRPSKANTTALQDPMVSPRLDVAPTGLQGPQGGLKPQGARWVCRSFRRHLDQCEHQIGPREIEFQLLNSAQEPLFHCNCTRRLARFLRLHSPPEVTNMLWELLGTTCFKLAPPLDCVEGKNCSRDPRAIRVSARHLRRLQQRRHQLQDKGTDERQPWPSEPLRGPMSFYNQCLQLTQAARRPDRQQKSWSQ
hcDAF12 agonist: activates DAF-12 receptor from parasite H. contortus; activation, % at 6.8 µM; 1.4% of 370,000 active; HEK293 hcDAF-12 lit1-tk-luc reporter, luminescence; 0% DMSO, 100% Δ7-dafachronic acid;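 active means activation above the mean of all tested compounds plus 3 SD, cut at about 5.5% in these data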;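 further: 100% = response to 3 µM Δ7-dafachronic acid high control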
GAA850 FXN act: frataxin GAA850 promoter activation. HEK293 lucGAA850 FXN promoter luciferase reporter, 24 h; percent of 10 µM SAHA response. activation, % at 6 µM. 0.56% of 360,000 active. AID 540364;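 active means activation above the average of all compounds screened plus 3 SD, cutoff fixed separately per campaign, cut at about 7.5% in these data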;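 further: 0% = DMSO wells and 100% = 10 µM SAHA wells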
ssDAF12 agonist: activators of S. stercoralis DAF-12 nuclear receptor | 1% of 370,000 active | HEK293 ssDAF-12/GRIP1 lit1-tk-luc reporter, luminescence; % of 3 µM dafachronic acid response | activation, % at 6.8 µM;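 active means activation above the mean over all tested compounds plus 3 SD, cut at about 0.9% in these data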;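 further: 0% = DMSO-only wells and 100% = 3 µM delta7-dafachronic acid wells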
DAX1 inh-2: inhibitors of human orphan nuclear receptor DAX1 (NR0B1). 0.99% of 340,000 active. P51843. HEK293 Gal4-DAX1 luciferase reporter, luminescence. inhibition, % at 6.75 µM. AID 504766;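 active means inhibition above the mean over all tested compounds plus 3 SD, cut at about 4.2% in these data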;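 further: 0% = DAX1-transfected cells with DMSO and 100% = empty-vector control cells with DMSO; inhibition shows as a rise in luminescence from relieved DAX1 repression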
PLCg1 inh: inhibitors of human phospholipase C gamma1; purified PLC-gamma1, fluorogenic substrate, fluorescence; 0.84% of 370,000 active; inhibition, % at 12.2 µM; in the data active means inhibition above about 9.5%
ADAM17 inh: inhibits human ADAM17; P78536; recombinant ADAM17, EDANS/DABCYL FRET peptide cleavage; inhibition, % at 6.95 µM; 0.83% of 370,000 active; AID 720648;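 active means inhibition above the mean of compounds lying between control limits plus 3 SD, set per campaign, cut at about 8.5% in these data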;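 further: 0% = DMSO-only wells as the low control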
ADAM10 inh: inhibits human ADAM10. recombinant ADAM10, EDANS/DABCYL FRET peptide cleavage, 3 h. inhibition, % at 7 µM. 0.62% of 370,000 active. AID 720582;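 active means inhibition above a per-campaign cutoff equal to the mean of compounds falling between control-based bounds plus 3 SD, cut at about 20% in these data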;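 further: 0% = DMSO wells while the 100% control is not disclosed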
Target sequence (O14672 214-748 limits assumed): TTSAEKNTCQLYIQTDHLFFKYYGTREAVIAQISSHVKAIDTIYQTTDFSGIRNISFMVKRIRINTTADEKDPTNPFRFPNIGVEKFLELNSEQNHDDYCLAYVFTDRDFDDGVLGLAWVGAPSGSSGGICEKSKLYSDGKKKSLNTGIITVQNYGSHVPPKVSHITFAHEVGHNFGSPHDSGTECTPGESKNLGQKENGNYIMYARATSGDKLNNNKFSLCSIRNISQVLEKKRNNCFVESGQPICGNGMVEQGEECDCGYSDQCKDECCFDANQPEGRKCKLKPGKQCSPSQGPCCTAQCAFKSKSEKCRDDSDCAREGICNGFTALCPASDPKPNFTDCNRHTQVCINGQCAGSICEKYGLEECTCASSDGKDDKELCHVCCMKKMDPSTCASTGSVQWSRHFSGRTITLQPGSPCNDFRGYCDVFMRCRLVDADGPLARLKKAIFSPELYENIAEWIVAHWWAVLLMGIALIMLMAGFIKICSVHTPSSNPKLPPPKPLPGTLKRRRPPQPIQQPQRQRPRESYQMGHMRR
An asterisk follows results filed as active; i = inactive; nt = not tested or not shown.

SMILES	DAX1 inh-1	PLC-beta3 inh	hgDAF-12 ag	sPLA2-III inh	hcDAF12 agonist	GAA850 FXN act	ssDAF12 agonist	DAX1 inh-2	PLCg1 inh	ADAM17 inh	ADAM10 inh
COc1ccc(C(=O)N(Cc2ccc(N(C)C)cc2)C2CCS(=O)(=O)C2)cc1 (stereo not given)	0.0	-1	0.0	5	-0.7	0.3	-1.3	-0.2	-2	-5	-9
Cc1c(NS(=O)(=O)c2ccc(F)cc2)c(=O)n(-c2ccccc2)n1C	-0.1	-1	1.1	-8	-0.1	0.6	-0.4	1.8	6	2	4
CC(=O)N(Cc1ccccn1)Cc1ccco1	0.2	-9	-2.3	-4	-0.8	-1.2	-1.4	1.1	0	1	-1
CN(C)S(=O)(=O)N1CCN(Cc2ccccc2)CC1	0.2	3	-0.3	2	-1.3	2.1	-1.0	0.0	-2	-2	7
COc1ccc(Oc2c(Cl)cnn(-c3ccc(F)cc3)c2=O)cc1	-0.1	-3	-0.6	-3	-0.5	2.4	-1.3	-0.3	-3	0	7
COc1cc(OC)cc(C(=O)NCC(=O)OCc2nc3ccccc3s2)c1	4.8*	-11	14*	3	11*	2.8	1.8*	6.9*	-3	-5	-9
S=C1NCCN1CC1CCN(CC2CCCC2)CC1	-0.2	0	2.2	1	0.5	0.5	-0.8	0.8	4	-2	4
Cc1cc(C)nc(OC(=O)c2ccc(Cl)cc2Cl)n1	-0.4	-22	1.4	3	-0.6	nt	-1.2	nt	-23	-19	-67
O=C(Nc1ccc(C(F)(F)F)cc1)c1cccnc1N1CCOCC1	0.0	-2	-2.0	6	0.2	0.8	-0.2	-0.9	1	-1	-10
CCOC(=O)N1CCN(Cc2ccccn2)CC1	0.2	2	2.3	4	-0.3	1.1	-0.9	1.3	1	0	2
O=c1[nH]c(NCCO)nc2ncn(Cc3ccccc3)c12	-0.8	5	2.3	0	-1.9	0.5	-1.4	0.8	1	1	5
O=C(Nc1cc(S(=O)(=O)N2CCOCC2)ccc1N1CCCC1)c1cc(=O)[nH]c2ccccc12	-0.7	1	-3.1	4	1.0	-0.2	-0.2	1.6	4	-2	6

Arranged by the number under PLC-beta3 inh (low to high): three of the compounds above.
| Molecule | PLC-beta3 inh |
| --- | --- |
| COc1cc(OC)cc(C(=O)NCC(=O)OCc2nc3ccccc3s2)c1 | -11 |
| O=C(Nc1ccc(C(F)(F)F)cc1)c1cccnc1N1CCOCC1 | -2 |
| COc1ccc(C(=O)N(Cc2ccc(N(C)C)cc2)C2CCS(=O)(=O)C2)cc1 (stereo not given) | -1 |

Other structures follow:
SMILES	DAX1 inh-1	PLC-beta3 inh	hgDAF-12 ag	sPLA2-III inh	hcDAF12 agonist	GAA850 FXN act	ssDAF12 agonist	DAX1 inh-2	PLCg1 inh	ADAM17 inh	ADAM10 inh
CCOC(=O)c1ccc(NC(=O)c2cc3c(s2)CCC3)cc1	1.0	-7	-1.5	8	-1.6	0.1	-1.4	2.7	1	-5	2
COc1cccc(-c2c(C(=O)N/N=C(\C)c3ccncc3)nnn2-c2nonc2N)c1	0.6	-5	-0.1	-5	-1.1	0.3	-0.9	0.7	-1	8	12
Cc1cc(NS(=O)(=O)c2ccc(NC(=O)COc3ccc(Cl)c(C)c3)cc2)no1	0.1	-4	-1.5	-33	-0.4	-0.2	-1.4	-0.2	-1	1	5
COc1ccccc1C1c2ccc3ccccc3c2Oc2ncn(CCN(C)C)c(=N)c21 (stereo not given)	-1.6	-3	-1.8	-14	-1.8	-5.4	-1.1	0.2	4	-2	5
CC(=O)c1c(C)nc2ccc(Br)cc2c1-c1ccccc1	-0.1	5	0.8	4	-3.4	1.5	-1.9	1.4	0	1	8
COc1ccc2[nH]c3c(c2c1)CCN1C(=O)C(CC(=O)NCCc2ccccn2)C[C@H](C(=O)N2CCCCC2)[C@@]31C (stereo not given in full)	-0.8	-2	-1.7	-1	0.0	-1.0	-0.5	1.4	-2	0	-4
NC(=O)C1CCN(Cc2nc3cc(Cl)ccc3c(=O)[nH]2)CC1	-0.1	-21	0.1	0	-1.6	-0.8	-1.2	0.0	-16	-3	-6
CCOC(=O)C1(CC2CC2)CCN(C(=O)c2cc(OC)nc3ccccc23)CC1	0.5	-5	4.5	-5	1.4	2.6	-1.3	0.9	1	-1	1
Cc1ccc(F)cc1NC(=O)c1cccc(N(C)C)c1	1.4	-26	1.7	1	-0.4	-1.7	-1.1	1.0	-19	0	1
CC(C)C[C@H](NC(=O)N1CCn2c1nc1ccccc12)C(=O)NC1CCCCC1	-1.0	-4	0.5	-2	-2.0	-0.1	-1.4	0.3	3	-1	-6
COc1ccc(Br)cc1[C@H]1[C@@H]2C=CCC[C@@]2(C)C(=O)N1Cc1ccccc1	-1.0	1	-1.7	9	-1.8	3.6	-1.5	-0.7	1	2	13
CN(CCOC(=O)c1cccs1)C1CN(Cc2cn(Cc3ccccc3Cl)nn2)S(=O)(=O)C1 (stereo not given)	1.0	-4	4.8	13	1.3	nt	-0.7	nt	3	-9	-4
CCOc1ccc2nc(NC(=O)Cn3[nH]c(=O)c4ccccc4c3=O)sc2c1	1.2	-13	11*	-4	0.3	6.6	-1.2	6.8*	-3	-4	-3
CC(C)OC(=O)c1c(NC(=O)c2ccco2)sc2c1CCCC2	-0.9	-6	1.9	0	-1.0	0.8	-0.9	0.2	-5	-3	9
COCCOCCOCCC(=O)NC1CC2CCC1(C)C2(C)C (stereo not given)	-0.2	0	-0.7	-2	-1.2	-0.5	-0.6	-0.2	2	-3	-2
COc1cc(Cl)cc(C2NC(=S)NC(c3ccccc3)=C2C(C)=O)c1OCC(=O)O (stereo not given)	-0.1	0	2.3	4	-1.1	2.1	-0.5	1.0	-2	-5	-2
CCc1cccc(NC(=O)CCNS(=O)(=O)c2cccc3nonc23)c1	-0.7	4	-5.0	-4	-1.4	4.1	-0.8	0.7	1	-2	-1
CCN1CCN(Cc2ccc(NC(=O)c3ccc(C)c(NC(=O)c4cc(-c5ccc(Br)cc5)n[nH]4)c3)cc2C(F)(F)F)CC1	-0.3	-2	1.0	-11	-2.9	-0.3	-0.3	0.5	0	2	13
CCC(CO)Nc1ncnc2onc(-c3ccc(F)cc3)c12 (stereo not given)	0.2	-6	-1.6	2	-3.4	3.8	-0.5	0.6	4	-2	-7
O=C(Cc1ccc2ccccc2c1)NC(Cc1ccccc1)C(=O)O (stereo not given)	-0.3	-1	1.9	-3	0.9	2.3	-1.2	-0.5	0	-2	-5
Cc1nc2ccccc2n1C(C)c1nc2ccccc2n1CC(=O)c1ccc(OC(F)(F)F)cc1 (stereo not given)	0.8	3	0.4	-30	0.1	nt	-1.2	nt	1	0	-5
CC(OC(=O)C1CCN(S(=O)(=O)c2ccc3c(c2)OCCO3)CC1)C(=O)NC1(C#N)CCCCC1 (stereo not given)	-1.2	-5	3.3	-8	-0.7	0.2	-1.1	0.7	2	1	-2
COC(=O)Cc1sc(-c2ccccn2)nc1-c1ccccc1	-1.9	1	2.9	-44	-0.3	2.7	-0.9	-1.1	-3	-8	-31
Cc1ccccc1NC(=O)COC(=O)C1=COCCO1	0.6	-1	0.7	3	-1.3	2.0	-1.3	0.6	-2	-3	-9
Cc1cccc2nc(CSc3nc4ccccc4[nH]3)cn12	-0.1	-1	0.5	-4	-1.9	3.0	-1.0	-2.9	2	-2	-8
CC(C)(C)c1ccc(-c2cc(C(=O)NNC(=O)Nc3ccccc3)c3ccccc3n2)cc1	3.9*	-4	11*	-49	3.9	6.1	0.6	2.7	-1	5	10
CCc1cccc(NC(=O)Cc2cn(C)c3ccccc23)c1	-0.5	2	0.0	-48	0.0	1.9	-0.5	1.7	4	-2	-11
CCn1cnc2c1c(=O)n(CC(=O)NN)c(=O)n2Cc1ccccc1	0.0	-17	-1.4	-14	-0.7	2.8	-2.1	1.4	-8	3	-8
CC(=O)NC(Nc1c(C)n(C)n(-c2ccccc2)c1=O)C(Cl)(Cl)Cl (stereo not given)	1.0	1	1.4	1	0.5	0.4	-1.4	0.5	1	3	-3
CCNCc1ccc(OCc2ccccc2F)c(OC)c1	1.1	1	5.0	8	0.0	1.6	-1.5	0.9	-1	-2	4
CC1(C)CC(=O)c2cc(OCC(=O)NCc3cccnc3)ccc2O1	-0.8	i	1.2	6	-0.9	0.4	-1.8	-1.0	i	i	i
O=C(Nc1ccccc1)C1=C[C@H](c2ccc3c(c2)OCO3)C[C@H](OCCCCO)O1	0.6	-14	8.5	-9	1.4	4.2	-0.8	0.7	-10	-4	-12
COc1ccc2c(CC(=O)Nc3c(C)n(C)n(-c4ccccc4)c3=O)coc2c1	-0.3	-10	-0.2	6	-1.1	0.0	-1.1	-0.8	-2	-1	-17
COCCNC(=S)N(C)[C@H]1C[C@H]2c3[nH]c4ccccc4c3CCN2C(=O)[C@H]1[C@H](C)O	1.0	i	1.5	0	-0.4	nt	-0.1	nt	i	i	i
O=C(NCc1ccccc1Cl)C1CCC(=O)N(C2CCCC2)C1 (stereo not given)	-0.5	5	1.0	0	-2.0	1.5	-0.8	-0.4	7	2	-2
COC(=O)CNC(=O)c1nn(-c2cccc(OC)c2)c(=O)c2ccccc12	-1.0	-2	0.3	-7	-0.1	-2.3	-1.1	0.1	-4	0	1
CCn1ccc(=O)c2cc3c(cc21)OCO3	0.0	2	1.3	3	0.2	-0.3	-1.4	-0.1	0	-2	-8
COc1ccc2oc(C(=O)OC(C)C(=O)NC3(C#N)CCCCC3)c(C)c2c1 (stereo not given)	-0.4	-124	-2.4	-6	-0.4	-0.7	-0.8	-0.6	-120	-69	-238
Cn1c(=O)[nH]c(=O)c2c1nc(N1CCOCC1)n2CCSc1nnnn1-c1ccccc1	0.6	5	-0.9	-5	0.7	-0.4	-1.5	3.2	0	-3	3
Cc1oc(=O)c(NC(=O)c2ccccc2)cc1C(=O)c1ccccc1	-0.1	0	6.1	-10	-0.1	8.2*	-0.7	4.0	-2	-3	-8
CCOc1cc(/C=N/n2cnnc2)cc(Br)c1O	0.7	-17	-0.1	-4	0.2	-0.4	-1.3	0.9	-10	-4	-12
COc1cccc(N2CCN(C(=O)CN3C(=O)NC4(CCCC4)C3=O)CC2)c1	-0.5	-4	-1.8	2	-0.6	0.0	-1.0	0.1	1	-1	0
C#CC1CCCCC1NC(=O)Nc1cnccc1C(F)(F)F (stereo not given)	0.4	-7	-1.6	16	0.9	-1.3	-0.8	-0.3	2	-3	-2
Cc1ccccc1-c1cccc([C@@H]2C[C@H]3[C@H](CON3C)CN2Cc2cc(Cl)cc(Cl)c2)c1	2.0	-3	3.3	6	0.1	0.2	-1.3	2.4	-2	-6	-17
O=c1ccccn1Cc1ccccc1F	0.7	3	0.0	-1	-0.1	0.9	-0.8	2.4	0	-1	5
COc1ccc(C(=O)Nc2ccnn2C2CCN(Cc3ccn[nH]3)CC2)cc1	-3.3	-2	-1.2	6	3.9	-0.9	-1.6	0.4	0	-3	0
COc1ccc(CCN(C)C(=O)c2c(C)nn(CC(C)C)c2Cl)cc1OC	-1.7	-3	-3.0	6	-1.9	2.0	-1.2	0.9	2	1	-1
